# High-throughput results as filed in PubChem BioAssay.
# proKLK7 act = proKLK7 zymogen activators, primary screen, biochemical, fluorescence intensity; Kallikrein-7 (Homo sapiens), P49862; purified proKLK7, EDANS-DABCYL substrate fluorescence; 100% is mature enzyme control, 0% vehicle; activation, % at 7 µM; hit rate 0.9% among 370,000; AID 652039, 2013;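 active = activation above the mean of all tested compounds plus 3 SD, computed per campaign excluding outliers beyond control limits, cut at about 13% in these data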
# ADAM17 inh = ADAM17 inhibitors, primary screen, biochemical, QFRET; inhibition, % at 6.95 µM; hit rate 0.83% among 370,000; recombinant ADAM17, EDANS/DABCYL FRET peptide cleavage; Disintegrin and metalloproteinase domain-containing protein 17 (Homo sapiens), P78536;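 active = inhibition above the mean of compounds lying between control limits plus 3 SD, set per campaign, cut at about 8.5% in these data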;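 note: 0% = DMSO-only wells as the low control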
# DDE Tn7 FP inh = inhibitors of Tn7 peptide binding to fibrin DD(E), primary screen, biochemical, fluorescence polarization, human fibrin, Tn7 probe | Fibrinogen beta chain (Homo sapiens), P02675 | FP displacement of FITC-Tn7 peptide from fibrin DD(E); 0% = median of compound wells per plate | inhibition, % at 8.3 µM | hit rate 0.13% among 370,000;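 active = inhibition above the mean of compounds falling within the control limits plus 3 SD of them, cut at about 14% in these data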;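 note: 0% = plate median of compound wells and 100% = 10 µM Aha-Tn7 peptide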
#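 assay system = human clot-derived fibrin DD(E) complex | quantity = Fibrin-DD(E) at 2 µM final | timing = 10 min preincubation, 3 h with tracer, room temperature | signal = fluorescence polarization | measure = percent inhibition | benchmarks = high control wells with 10 µM unlabelled Aha-Tn7 peptide (full inhibition) | replicates = singlicate testing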
# ADAM10 inh = human ADAM10 inhibitors, primary screen, biochemical, QFRET, HTS; Disintegrin and metalloproteinase domain-containing protein 10 (Homo sapiens), O14672; recombinant ADAM10, EDANS/DABCYL FRET peptide cleavage, 3 h; inhibition, % at 7 µM; hit rate 0.62% among 370,000; AID 720582, 2013;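 active = inhibition above a per-campaign cutoff equal to the mean of compounds falling between control-based bounds plus 3 SD, cut at about 20% in these data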;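 note: 0% = DMSO wells while the 100% control is not disclosed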
# ARFGAP1 inhibitor = inhibitors of rat ARFGAP1 GAP activity, primary screen, biochemical, fluorescence polarization, GDP tracer; hit rate 0.26% among 360,000; Arfgap1-stimulated ARF1 GTP hydrolysis, GDP FP detection; ADP-ribosylation factor GTPase-activating protein 1 (Rattus norvegicus), Q62848; inhibition, % at 16.5 µM;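 active = inhibition above a per-plate limit, mean inhibition of low control wells plus 3 SD, cut at about 25% in these data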;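 note: 0% = DMSO wells with enzyme and 100% = wells lacking Arfgap1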
#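 Assay system: purified rat His6-Arfgap1 residues 1-136 (GAP domain); Reagent: human Δ17 ARF1 bound to GTP; Dosing: 16.5 µM single point, 1.26% DMSO; Times: GTP hydrolysis reaction 2 h at 25 °C; Signal: FP, GDP Alexa 633 tracer displaced from anti-GDP antibody, 620/688 nm; Measure: % inhibition from polarization.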
# PLC-gamma1 inh = PLC-gamma1 enzyme inhibitors, primary screen, biochemical, fluorescence, purified enzyme. fluorogenic substrate. hit rate 0.84% among 370,000. inhibition, % at 12.2 µM. 1-phosphatidylinositol 4,5-bisphosphate phosphodiesterase gamma-1 (Homo sapiens), P19174; in the data active = inhibition above about 9.5%
# Target sequence (P19174 whole entry, looked up): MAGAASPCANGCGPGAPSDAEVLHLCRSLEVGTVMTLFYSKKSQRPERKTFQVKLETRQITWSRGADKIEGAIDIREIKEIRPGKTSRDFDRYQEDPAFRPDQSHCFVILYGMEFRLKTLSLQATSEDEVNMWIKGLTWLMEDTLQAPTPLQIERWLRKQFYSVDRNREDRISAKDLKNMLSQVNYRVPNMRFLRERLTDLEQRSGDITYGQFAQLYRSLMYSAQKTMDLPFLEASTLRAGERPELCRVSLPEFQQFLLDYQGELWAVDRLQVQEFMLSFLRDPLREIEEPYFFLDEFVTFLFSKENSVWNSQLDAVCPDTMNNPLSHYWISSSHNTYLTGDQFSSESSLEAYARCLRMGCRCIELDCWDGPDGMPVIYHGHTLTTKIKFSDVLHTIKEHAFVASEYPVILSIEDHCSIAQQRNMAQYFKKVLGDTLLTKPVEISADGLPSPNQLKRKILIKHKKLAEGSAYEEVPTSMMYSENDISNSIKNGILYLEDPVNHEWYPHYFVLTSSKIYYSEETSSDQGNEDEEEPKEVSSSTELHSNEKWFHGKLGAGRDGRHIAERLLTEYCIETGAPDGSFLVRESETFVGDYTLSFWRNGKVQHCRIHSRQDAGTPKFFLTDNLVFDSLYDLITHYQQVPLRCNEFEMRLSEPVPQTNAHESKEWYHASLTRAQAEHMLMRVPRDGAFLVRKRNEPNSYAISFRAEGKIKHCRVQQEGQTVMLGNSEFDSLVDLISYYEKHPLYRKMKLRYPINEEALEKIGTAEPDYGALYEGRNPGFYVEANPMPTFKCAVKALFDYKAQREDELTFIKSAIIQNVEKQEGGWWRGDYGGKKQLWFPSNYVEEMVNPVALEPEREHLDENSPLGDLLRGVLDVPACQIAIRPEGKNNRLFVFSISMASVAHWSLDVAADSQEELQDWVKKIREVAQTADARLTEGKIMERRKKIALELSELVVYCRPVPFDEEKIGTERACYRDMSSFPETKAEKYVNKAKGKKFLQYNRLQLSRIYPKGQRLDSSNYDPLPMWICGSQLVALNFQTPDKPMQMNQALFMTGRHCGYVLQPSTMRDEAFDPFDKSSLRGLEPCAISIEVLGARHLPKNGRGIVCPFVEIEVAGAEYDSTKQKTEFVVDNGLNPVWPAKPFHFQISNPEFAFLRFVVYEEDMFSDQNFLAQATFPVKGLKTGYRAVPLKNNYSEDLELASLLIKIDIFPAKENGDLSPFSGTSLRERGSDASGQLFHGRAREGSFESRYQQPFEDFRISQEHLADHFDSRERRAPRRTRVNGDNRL
# Tn6 DDE FP = inhibitors of Tn6 peptide binding to fibrin DD(E), primary screen, biochemical, fluorescence polarization, human fibrin, Tn6 probe; Fibrinogen beta chain (Homo sapiens), P02675; Fibrin DD(E) TRITC-Tn6 fluorescence polarization displacement; inhibition, % at 8.3 µM; hit rate 0.21% among 370,000;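 active = inhibition above a per-campaign cutoff: mean of compounds within control limits plus 3 SD, cut at about 15% in these data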;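 note: 0% = median of all compound wells on the plate and 100% = blocking peptide control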
# LEDGF integ inh = blockers of LEDGF/p75-dependent integrase strand transfer – biochemical, TR-FRET, high throughput, primary screen | AID 743269, 2014 | HIV-1 integrase (with human LEDGF/p75) | TR-FRET IN-LEDGF/p75 DNA integration, Eu/Cy5 | inhibition, % at 3.7 µM | hit rate 0.64% among 370,000;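 active = inhibition above the screen-wide mean plus 3 SD, cut at about 13% in these data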;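 note: signal is the Cy5 over europium emission ratio at 671 and 618 nm; 0% = plate median of compound wells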
# ASAP1 GAP inh = inhibitors of human ASAP1 ArfGAP activity, primary screen, biochemical, fluorescence polarization | Arf-GAP with SH3 domain, ANK repeat and PH domain-containing protein 1 (Homo sapiens), … | hit rate 0.19% among 360,000 | ASAP1-stimulated ARF1 GTP hydrolysis, GDP FP detection | inhibition, % at 16.5 µM; in the data active = inhibition above about 25%;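 note: 0% = vehicle with enzyme and substrate and 100% = no enzyme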
# TDP2 absorb = human TDP2 enzyme inhibitors, primary screen, biochemical, epi absorbance, recombinant enzyme | Tyrosyl-DNA phosphodiesterase 2 (Homo sapiens), O95551 | T5PNP hydrolysis, p-nitrophenol absorbance 415 nm | inhibition, % at 12.8 µM | hit rate 0.34% among 370,000;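 active = inhibition above the mean of all tested compounds plus 3 SD, set per campaign, cut at about 25% in these data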;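 note: 0% = DMSO with enzyme and 100% = buffer with substrate but no TDP2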
#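 Evaluation: % inhibition relative to enzyme-containing and enzyme-free wells. Material: recombinant human TDP2. Benchmarks: enzyme-free and DMSO wells. Timing: enzyme reaction with compound for 2 h at 37 °C. Compound dosing: 12.8 µM only. Measured by: p-Nitrophenol epi absorbance. Reagent: T5PNP substrate at 5 mM, a TopII-DNA adduct mimic. Replication: single well per compound.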
# Starred values were filed as active, the others as inactive; i = inactive; . = no result given.
# Below each SMILES – proKLK7 act	ADAM17 inh	DDE Tn7 FP inh	ADAM10 inh	ARFGAP1 inhibitor	PLC-gamma1 inh	Tn6 DDE FP	LEDGF integ inh	ASAP1 GAP inh	TDP2 absorb
> Cc1ccnc(N/N=C/c2ccccc2)n1
    -0.1	-1.9	2.3	-1.3	13.6	1.1	2.8	-0.4	8.9	6.8
> N#Cc1nc(-c2ccccc2)oc1NCCCn1ccnc1
    6.9	-155.1	-0.7	i	12.0	-229.1	-6.3	5.4	-0.5	2.1
> O=C(COc1ccc2ccccc2c1Br)Nc1ccncc1
    0.0	3.6	-5.2	-10.2	14.8	3.6	-4.5	-3.5	5.8	-10.1
> O=C(O)CC1c2ccccc2CCN1S(=O)(=O)c1cccs1 (stereo unspecified)
    0.1	1.8	-0.7	-8.8	11.4	-4.2	0.9	-3.8	5.0	-16.4
> COc1ccc(NC(=O)CN(C)CC(=O)N2CCCCCC2)cc1
    0.1	-2.5	0.6	5.1	-1.5	1.0	0.3	0.0	-4.9	-1.2
> O=S(=O)(Nc1cccc(-c2cn3cccnc3n2)c1)c1ccccc1
    70.0*	i	1.9	i	-5.3	-469.2	-8.7	-6.5	13.0	-1.0
> COCCNC(=O)c1cc(S(=O)(=O)N2CCCCC2)ccc1N1CCOCC1
    0.5	-6.2	0.3	-21.1	9.2	-2.5	5.4	-1.1	-3.1	0.9
> COc1cccc(CN(Cc2cccnc2)S(=O)(=O)c2ccc(-n3cnnn3)c(C)c2)c1OC
    0.1	0.1	-1.6	1.9	-1.0	4.7	4.4	0.5	9.7	-3.3
> COCCNC(=O)Cn1c(=O)n(Cc2ccc(C(=O)NCc3ccco3)cc2)c(=O)c2ccccc21
    0.6	-1.3	-0.4	-10.2	2.6	3.1	8.9	-4.2	-4.9	-0.7
> Cc1ccc(C(=O)NCCSc2ccc(Cl)cc2)cc1S(=O)(=O)Nc1ccccc1
    -0.1	11.0*	-5.0	25.2*	15.0	3.5	-1.4	0.4	10.9	-9.4
> COCCn1c(SCc2csc(-c3ccccc3)n2)nc2ccccc21
    0.3	5.3	-0.9	8.2	2.4	2.1	-2.9	1.8	2.2	-10.4
> O=C(N[C@@H](Cc1ccccc1)C(=O)N1CCN(S(=O)(=O)c2ccccc2F)CC1)c1ccco1
    0.1	-4.2	9.4	-13.1	-4.3	6.0	6.6	0.2	-7.8	-0.4
> Cc1cccc(C)c1NC(=O)C(Cl)C(=O)c1ccccc1 (stereo unspecified)
    0.3	-0.9	4.7	-0.5	-12.1	-0.9	-4.2	-3.3	-15.8	-4.8
> CCOC(=O)c1c(C)[nH]c(C)c1C(=O)COC(=O)/C=C/c1ccccc1[N+](=O)[O-]
    0.8	-1.4	7.5	2.0	6.5	1.8	0.1	-5.1	18.9	-1.4
> Cc1ccc(NC(=O)c2sc(Cl)nc2-c2ccccc2)cc1C
    0.6	0.3	4.3	1.2	3.6	7.1	-6.1	-1.7	12.6	-3.3
> COc1ccc(CCC(=O)N2c3ccccc3N=C(c3ccc4c(c3)OCO4)C2C(=O)Nc2ccc(OC)cc2)cc1 (stereo unspecified)
    -15.1	-1.8	-6.6	-18.5	-2.3	-138.2	-4.8	4.2	8.0	6.2
> CCN(c1ccccc1)S(=O)(=O)c1nnc(NC(=O)C(C)C)s1
    -0.4	-5.3	-2.0	4.3	-2.9	1.5	0.3	-1.0	-6.3	-1.1
> Cn1c(=O)n(Cc2ccccc2Br)c2ccccc21
    0.8	4.2	5.0	9.7	-13.3	-0.6	5.3	-3.0	-1.3	2.4
> O=C(COc1ccc([N+](=O)[O-])cc1)NCCC1=CCCCC1
    0.0	-0.7	-3.8	2.4	0.7	1.2	0.8	2.3	3.1	1.2
> CCOC(=O)c1csc(CCNC(=O)c2oc3c(Cl)cc(C)cc3c2C)n1
    1.0	-0.6	-6.6	-7.3	5.9	2.1	7.6	1.2	7.9	-16.8

# Of the compounds above, these have a nitro group on carbon:
# Below each SMILES – proKLK7 act	ADAM17 inh	DDE Tn7 FP inh	ADAM10 inh	ARFGAP1 inhibitor	PLC-gamma1 inh	Tn6 DDE FP	LEDGF integ inh	ASAP1 GAP inh	TDP2 absorb
> CCOC(=O)c1c(C)[nH]c(C)c1C(=O)COC(=O)/C=C/c1ccccc1[N+](=O)[O-]
    0.8	-1.4	7.5	2.0	6.5	1.8	0.1	-5.1	18.9	-1.4
> O=C(COc1ccc([N+](=O)[O-])cc1)NCCC1=CCCCC1
    0.0	-0.7	-3.8	2.4	0.7	1.2	0.8	2.3	3.1	1.2

# (cont.)
# Below each SMILES – proKLK7 act	ADAM17 inh	DDE Tn7 FP inh	ADAM10 inh	ARFGAP1 inhibitor	PLC-gamma1 inh	Tn6 DDE FP	LEDGF integ inh	ASAP1 GAP inh	TDP2 absorb
> CCOc1ccc(NC(=O)C2CCCN(S(=O)(=O)c3c(C)noc3C)C2)cc1 (stereo unspecified)
    0.6	-0.8	3.2	0.4	-8.8	-0.1	0.1	-1.4	-15.4	2.8
> Cc1ccc(CC(NC(=O)c2ccccc2)C(=O)N2CCCC2C(=O)O)cc1 (stereo unspecified)
    -1.0	-8.7	0.6	-15.6	1.8	8.0	-7.0	1.9	18.1	-12.0
> Cc1ccc(C(=O)N(CC(=O)NC2CCCC2)c2cccc(F)c2)s1
    0.1	-2.6	-4.2	-3.2	6.2	1.7	1.3	2.5	0.3	3.8
> COc1ccc(CNC(=O)Cn2nc([N+](=O)[O-])c(Br)c2C)cc1OC
    0.5	-2.0	-1.2	8.2	-5.1	1.6	1.5	1.0	-6.1	-1.9
> COc1ccc(NC(=O)CCCC(=O)c2ccccc2)cc1
    0.2	-5.0	-0.6	-0.1	0.1	1.4	-3.1	0.9	4.5	-7.1
> COc1ccc(-c2oc3ccc(N4CCOCC4)cc3c2/C=C/c2ccc(OC)c(OC)c2)cc1
    -15.2	-69.8	-1.2	-262.9	14.3	i	-3.6	1.1	6.4	15.8
> Cc1cc2c(=O)n(CC(=O)NCC(=O)Nc3ccc(C(C)C)cc3)cnc2s1
    0.1	1.6	-3.2	-6.6	-12.4	3.2	-1.4	1.4	-1.8	0.0
> Cc1cc(=O)[nH]c2c(N=Nc3ccc(O)cc3)c(N)nn12
    0.7	3.6	-3.6	2.8	2.2	3.6	-7.1	-2.7	20.6	1.9
> CN1CCN(/N=C/c2ccc(N(C)c3ccccc3)cc2)CC1
    0.2	-4.5	-6.9	1.4	7.9	-21.3	5.3	-0.3	-7.5	3.7
> O=C(Nc1cccc(-c2nc3ncccc3o2)c1)c1ccccc1
    -0.3	0.5	0.7	2.6	9.3	0.2	-3.5	1.6	3.0	-5.8
> C=C1c2ccccc2NC(=O)N1c1ccc(C)cc1
    0.1	-11.9	1.8	-30.1	-4.3	-8.2	-5.0	-0.4	6.2	-4.1
> Cc1ccc(C(=O)NCCc2n[nH]c(=S)n2C)cc1
    0.0	-2.6	4.8	1.1	17.1	0.1	0.6	-1.3	2.1	1.3
> CCC(CC)NC(=O)COC(=O)c1cc(SC)ccc1Cl
    0.5	-4.5	3.4	-3.9	-2.5	0.2	-2.6	-3.1	3.5	-7.0
> COc1ccc(CN2CCN(C3CCSCC3)CC2CCO)c(C)c1C (stereo unspecified)
    0.5	-0.3	-7.4	-1.8	1.7	1.4	-7.1	-0.6	8.4	1.7
> Cc1ccnc(NC(=S)NC(=O)/C=C/c2ccc(Cl)cc2)c1
    0.2	-0.2	-10.5	2.9	-7.3	0.2	2.0	2.4	-8.3	9.7
> Cc1cc(Br)ccc1OCCNCc1ccccc1
    -0.1	0.8	10.4	6.3	-4.2	-0.5	-2.6	-7.3	4.5	-8.5
> O=C(CSc1ccc(-c2ccccc2)nn1)Nc1ccc2c(c1)OCCO2
    0.4	0.9	-2.5	-9.1	22.4	-2.4	-2.6	-3.5	0.0	-3.8
> C[C@@H](N)P(=O)(O)C[C@H](Cc1ccccc1)C(=O)O
    -0.3	0.1	-6.2	2.7	.	3.3	6.7	3.4	.	-4.5
> COC[C@@H]1CCCN1c1ccc2c(c1)OCCCN(C1CC1)S2(=O)=O
    0.3	-3.5	-3.9	-3.3	.	-3.3	-1.8	-0.7	.	2.9
> COc1ccccc1NC(=O)CNS(=O)(=O)c1ccccc1
    -0.1	-7.8	10.1	-3.2	-2.5	-1.6	11.8	-3.4	-3.4	5.8

# Below each SMILES – proKLK7 act	ADAM17 inh	DDE Tn7 FP inh	ADAM10 inh	ARFGAP1 inhibitor	PLC-gamma1 inh	Tn6 DDE FP	LEDGF integ inh	ASAP1 GAP inh	TDP2 absorb
> COC(=O)C1=C(C)N(Cc2ccc(C(F)(F)F)cc2)C(=NCc2ccc3c(c2)OCO3)NC1c1ccccc1 (stereo unspecified)
    -0.4	9.6*	-2.5	9.8	-7.4	5.5	1.2	7.1	-0.1	-17.8
> O=C(c1cc(-c2cccc(Cl)c2)on1)N1CCOCC1
    -0.5	-4.5	-7.1	-4.5	-6.5	0.8	5.2	0.1	1.1	-6.1
> CSCCC(NC(=O)c1ccco1)C(=O)N(C)CC(=O)Nc1c(Cl)cccc1Cl (stereo unspecified)
    -0.6	-3.3	5.5	-1.4	8.6	-0.6	2.8	-1.4	2.6	6.0
> CS(=O)(=O)c1ccc(Nc2nc(C(N)Cc3ccc(C(F)(F)F)cc3)cs2)cc1 (stereo unspecified)
    -0.2	0.5	-4.0	-16.8	5.2	-11.2	-1.5	-1.1	5.2	-9.8
> Cc1nc2cc(C(=O)N3CCc4ccccc43)ccc2n1-c1ccc(F)c(F)c1
    0.7	0.4	-6.1	10.3	-18.2	1.4	2.8	1.7	10.9	-6.5
